IDE cell activ = activators of human insulin-degrading enzyme in cells; P14735; activation, % at 5.96 µM; HEK cells, FAbeta-B cleavage, fluorescence polarization; 0% vehicle, 100% cell-free pure enzyme wells; 0.073% of 340,000 active;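 active means activation above the mean of all tested compounds plus 3 SD, set per screening campaign, cut at about 17% in these data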
Target sequence (P14735 whole entry, looked up): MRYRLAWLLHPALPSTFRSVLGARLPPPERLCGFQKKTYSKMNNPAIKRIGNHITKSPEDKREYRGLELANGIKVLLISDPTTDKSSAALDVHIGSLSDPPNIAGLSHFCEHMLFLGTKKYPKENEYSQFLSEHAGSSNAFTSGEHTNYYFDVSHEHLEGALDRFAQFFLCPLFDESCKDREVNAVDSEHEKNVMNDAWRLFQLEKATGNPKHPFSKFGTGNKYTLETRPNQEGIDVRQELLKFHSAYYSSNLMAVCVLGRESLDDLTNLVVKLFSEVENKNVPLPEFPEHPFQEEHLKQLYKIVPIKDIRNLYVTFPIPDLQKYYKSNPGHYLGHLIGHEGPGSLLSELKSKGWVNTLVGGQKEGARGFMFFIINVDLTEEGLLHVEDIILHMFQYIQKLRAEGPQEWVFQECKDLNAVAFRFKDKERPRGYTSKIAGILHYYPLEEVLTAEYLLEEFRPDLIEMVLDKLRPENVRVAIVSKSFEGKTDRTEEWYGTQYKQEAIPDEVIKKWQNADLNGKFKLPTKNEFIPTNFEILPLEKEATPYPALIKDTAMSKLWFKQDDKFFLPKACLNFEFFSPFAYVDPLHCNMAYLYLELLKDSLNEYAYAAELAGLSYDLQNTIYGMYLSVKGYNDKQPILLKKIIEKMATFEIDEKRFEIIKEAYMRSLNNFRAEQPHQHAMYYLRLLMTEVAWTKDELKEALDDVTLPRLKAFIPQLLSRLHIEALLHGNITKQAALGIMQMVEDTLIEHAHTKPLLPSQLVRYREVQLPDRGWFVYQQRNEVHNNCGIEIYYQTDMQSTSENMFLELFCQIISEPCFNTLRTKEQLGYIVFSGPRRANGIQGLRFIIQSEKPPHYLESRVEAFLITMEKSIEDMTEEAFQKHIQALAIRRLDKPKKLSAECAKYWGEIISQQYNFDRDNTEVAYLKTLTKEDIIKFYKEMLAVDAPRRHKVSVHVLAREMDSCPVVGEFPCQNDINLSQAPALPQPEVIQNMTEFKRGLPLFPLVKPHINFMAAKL
IDE cell inh = inhibits human insulin-degrading enzyme in HEK cells | P14735 | FAbetaB cleavage, fluorescence polarization | inhibition, % at 5.59 µM | 0.41% of 320,000 active;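 active means percent inhibition above the average of all tested compounds plus 3 SD, set per screening campaign, cut at about 16% in these data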;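 further: IDE supplied by intact live HEK cells; FP after avidin binding of uncleaved biotin substrate so inhibition keeps polarization high; 0% = DMSO wells and 100% = 60 µM reference IDE inhibitor Ii1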
* = called active by the depositor. Not all compounds are listed; count on the stated rates, not on these rows.

IDE cell activ	IDE cell inh	molecule
2	1	Cc1cc(=O)oc2cc(NC(=O)C(C)Oc3ccccc3)ccc12 (stereo not given)
3	-4	O=C(c1ccc(Cl)c(S(=O)(=O)N2CCCCCC2)c1)N1CCN(c2ccc(O)cc2)CC1
4	4	Cc1ccc(S(=O)(=O)CCC(=O)OCC(=O)NC(C)c2ccc(F)cc2)cc1 (stereo not given)
2	7	CC(NC(=O)C1CSC2(C)CCC(=O)N12)c1ccccc1Cl (stereo not given)
1	4	Nc1ccc2c(c1)C(=O)c1ccccc1C2=O
-2	2	CN(CC(=O)Nc1ccccc1Br)C(=O)c1cccn1C
0	-3	Cc1cc(C(=O)CN2C(=O)C(=O)N(Cc3ccccc3)C2=O)c(C)n1Cc1ccccc1
1	3	CCN1C(=O)N[C@@H](CCc2ccccc2)C(C(=O)OC)=C1C
3	6	CCCc1cc(=O)[nH]c(SCC(=O)Nc2cc(S(=O)(=O)N3CCOCC3)ccc2Cl)n1
-1	5	CC[C@@H]1CCCCc2ccccc2[C@@H](C(=O)C[C@@H](O)CC(C)=O)OC1=O
0	-2	CC(C)c1ccc(CCNC(=O)CCNS(=O)(=O)c2ccc(Br)cc2)cc1
-3	-3	Cc1ccc(CC(=O)N(C)CC(=O)N(CC(C)C)c2c(N)n(CC(C)C)c(=O)[nH]c2=O)cc1C
6	1	C[C@H]1CN([C@@H](C)CO)C(=O)c2cccc(NC(=O)C3CC3)c2O[C@H]1CN(C)Cc1ccc(-c2ccccc2)cc1
0	0	CC(C)(C)c1ccc(C(=O)NCC(=O)OCC(=O)N2CCN(S(=O)(=O)c3ccc(Cl)cc3)CC2)cc1
0	-1	O=C(CSc1nc2ccccc2[nH]1)Nc1ccc2[nH]c(=O)[nH]c2c1

Further compounds
IDE cell activ	IDE cell inh	molecule
0	0	CSCCC(NS(=O)(=O)c1cccc(C(F)(F)F)c1)C(=O)Nc1ccccc1N1CCCC1 (stereo not given)
19*	-2	O=C(CN1CCN(CN2C(=O)NC3(CCCCCC3)C2=O)CC1)Nc1ccc(F)cc1
3	-1	Cc1ccc(NC(=O)CN(C)C(=O)COC(=O)c2nccnc2N)cc1
5	-4	CC(=O)c1ccc(S(=O)(=O)N2CCN(C(=O)c3ccc(-n4nc(C)c(Cl)c4C)cc3)CC2)cc1
0	-4	CC(OC(=O)CCCc1c[nH]c2ccccc12)C(=O)Nc1ccc(S(N)(=O)=O)cc1 (stereo not given)
3	1	CC1(C)O[C@H]2CC(=O)OC[C@]23[C@H]2CC[C@@]4(C)[C@H](c5ccoc5)OC(=O)[C@H]5O[C@]54[C@]2(C)[C@@H](O)C[C@@H]13
6	5	Cc1cccc(CNc2ncnc3ccc(-c4ccc5c(c4)OCCO5)cc23)c1
3	4	COc1ccc(C2=NOC(Cn3nc(C(=O)NCc4ccccc4OC)cc3-c3ccccc3)C2)cc1 (stereo not given)
1	2	Cc1c(C(=O)N2CCCC(C(F)(F)F)C2)oc2ccccc12 (stereo not given)
3	-4	CN(CC(=O)Nc1c(Cl)cccc1Cl)C(=O)C1CC(=O)N(Cc2ccccc2)C1 (stereo not given)
4	8	CCN(CC)c1ccc(S(=O)(=O)N2CCOCC2)cc1NC(=O)C1CC1
5	5	CN1C(=O)N(CC(=O)N2CCN(c3ccccc3F)CC2)C(=O)C12CCCCC2
9	3	Cc1nnc2n(-c3ccccc3)c(=O)c3ccccc3n12
4	5	CCC(C)(C)C1CCc2[nH]nc(C(=O)NCC3CC3)c2C1 (stereo not given)
4	1	COc1cc(C(=O)OCC(=O)c2cc(C)n(CC3CCCO3)c2C)cc(OC)c1C (stereo not given)

(next part)
IDE cell activ	IDE cell inh	molecule
5	3	COc1ccc(NC(=O)CCC(=O)N2CCN(S(=O)(=O)c3ccc(C)cc3)CC2)c(OC)c1
5	-2	C[C@H](CO)N1C[C@H](C)[C@@H](CN(C)C(=O)Nc2ccccc2)Oc2ccc(NC(=O)C3CCCCC3)cc2C1=O
1	4	CC(C)OCC1CO1 (stereo not given)
5	0	COc1cc(OC)cc(C(=O)NCC(=O)OCC(=O)NCc2ccco2)c1
5	4	CC1(C)O[C@@H]2[C@H](O1)[C@@H](CO)O[C@H]2n1cc(Br)c(=O)[nH]c1=O
-3	-2	COc1ccc2nc(-c3ccccc3)cc(C(=O)OCC(=O)N3CCCCC3)c2c1
2	-1	O=C(CC1OC(=O)c2ccccc21)NNC(=O)c1ccc(F)cc1 (stereo not given)
0	-2	Cc1cccnc1NC(=O)CNC(=O)c1cccs1
3	-1	O=S(=O)(NCCC1=CCCCC1)c1c(Cl)cccc1Cl
6	-2	C[C@@H]1CCC[C@@]2(O[C@H](CCO)C[C@H](O)[C@H]2O)O1
5	3	COc1ccc(S(=O)(=O)Nc2cc3c4c(c2)C(C)C(=O)N4CCC3)cc1OC (stereo not given)
5	3	COc1ccc(S(=O)(=O)N2CCC(C(=O)NCCOc3ccccc3F)CC2)cc1OC
5	-1	COc1ccc(CCNC(=O)COC(=O)C2COc3ccccc3O2)cc1 (stereo not given)
2	2	COC(=O)C1CCN(C(=O)COC(=O)c2ccc3[nH]c4c(c3c2)CCCC4)CC1
-1	8	O=C1N[C@@H](c2ccccc2)COC(=O)[C@@H](Cc2ccc(F)cc2)C/C=C\C[C@@H]1CC(=O)N(CCO)Cc1ccccc1

IDE cell activ: hit marks shown above.
IDE cell activ	IDE cell inh	molecule
19*	-2	O=C(CN1CCN(CN2C(=O)NC3(CCCCCC3)C2=O)CC1)Nc1ccc(F)cc1

Other structures follow:
IDE cell activ	IDE cell inh	molecule
5	3	O=C(CNC(=O)c1ccccc1F)NCCN1C(=O)S/C(=C\c2ccc3c(c2)OCO3)C1=O
-2	0	COc1ccc2c(c1)OC[C@H]1[C@H]2N2C(=O)CN(Cc3ccc(F)cc3)C(=O)[C@@]2(C)[C@H]1c1ccccc1
4	3	COCCCN(C(=O)CCOc1ccc(C(C)(C)C)cc1)c1c(N)n(Cc2ccccc2)c(=O)[nH]c1=O
5	2	CCOc1ccccc1OCC(=O)NN=C1CCCC(=O)C1
0	0	O=C(NCc1cccc(Br)c1)C1CC2Cn3c(nc4ccccc43)C2N1c1ccccc1 (stereo not given)
5	5	CCOc1ccc2oc(C(=O)N3CCN(c4ccccc4OCC)CC3)c(C)c2c1
4	-5	COc1ccc(CCNC(=S)N2CCN(S(=O)(=O)c3ccc(C)cc3)CC2)cc1
-2	10	CC(Sc1nc2ccccc2c(=O)n1CC1CCCO1)C(=O)Nc1ccc(S(N)(=O)=O)cc1 (stereo not given)
1	-2	Cc1ccc(N2CC(NS(=O)(=O)c3cccs3)CC2=O)cc1 (stereo not given)
-2	3	O=C(CSc1nnc(Nc2ccccc2)s1)NC1CCCC1
-2	-2	O=C(COC(=O)c1cc(Cl)cc(Cl)c1)NCc1ccco1
-3	-2	Cn1c(N)c(C(=O)CSc2nc(C3CC3)n(-c3ccccc3)n2)c(=O)[nH]c1=O
5	-3	CCN(CC(=O)NCc1ccc(Cl)cc1)C(=O)C1CCN(S(=O)(=O)c2ccc(OC)c(OC)c2)CC1
-1	-1	CCCCN(C(=O)c1cc(S(=O)(=O)N2CCOCC2)ccc1Cl)c1c(N)n(CC(C)C)c(=O)[nH]c1=O
-2	6	CC(C)(C)OC(=O)N1CCC(NC(=O)c2[nH]cnc2C(=O)Nc2cccc(Cl)c2)CC1

Additional compounds:
IDE cell activ	IDE cell inh	molecule
-3	-2	COC(=O)C1=C(C(=O)OC)[C@@H]2N(Cc3ccccc3)c3ccccc3[C@@]23C[C@@H](C(=O)OC)N(C(=O)NC2CCCCC2)C3=N1
8	-1	COc1cc(C(=O)OCC(=O)N2CCN(C(C)=O)CC2)ccc1OCC(C)C
-1	-2	CCCCn1c(N)c(N(CCC(C)C)C(=O)c2cccc(N3C(=O)c4ccccc4C3=O)c2)c(=O)[nH]c1=O
1	1	Cc1ccc(S(=O)(=O)N2CCOCC2)cc1C(=O)OCC(=O)NCCc1ccccc1
3	4	CC(C)(C)OC(=O)NCc1ccc(CNC(=O)c2nc[nH]c2C(=O)NCc2ccccc2)cc1
-1	-5	Nc1c(N(CCC2=CCCCC2)C(=O)Cc2ccc(F)cc2)c(=O)[nH]c(=O)n1Cc1ccccc1
4	7	COc1ccc(C(=O)Nc2cccc(S(=O)(=O)N3CCCC3)c2)cc1S(=O)(=O)N1CCOCC1
2	0	CSCCC(NC(=O)c1ccco1)C(=O)N(C)CC(=O)Nc1c(Cl)cccc1Cl (stereo not given)
-2	2	COc1ccc(NC(=O)N(C)C[C@H]2Oc3c(NC(=O)Cc4ccccc4)cccc3C(=O)N([C@H](C)CO)C[C@@H]2C)cc1
2	-2	O=C(CNS(=O)(=O)c1ccccc1)N/N=C/c1ccncc1
5	-1	Cc1ccc(OCC(=O)N(Cc2ccco2)c2c(N)n(Cc3ccccc3)c(=O)[nH]c2=O)cc1C
4	2	CC(=O)Nc1ccc(S(=O)(=O)NC(C)C(=O)NCC(c2ccco2)N2CCCCC2)cc1 (stereo not given)
5	-2	CCCCCn1cnnc1SCC(=O)c1ccc2c(c1)OCO2
4	-7	O=C(NCC(c1ccco1)N1CCN(c2ccccc2F)CC1)C(=O)NC1CCCCC1 (stereo not given)
1	0	Cc1nc(SCC(=O)NC2CCS(=O)(=O)C2)c2c3c(sc2n1)CCC3 (stereo not given)

Part of the list above in order of SMILES length, high to low:
IDE cell activ	IDE cell inh	molecule
-3	-2	COC(=O)C1=C(C(=O)OC)[C@@H]2N(Cc3ccccc3)c3ccccc3[C@@]23C[C@@H](C(=O)OC)N(C(=O)NC2CCCCC2)C3=N1
-2	2	COc1ccc(NC(=O)N(C)C[C@H]2Oc3c(NC(=O)Cc4ccccc4)cccc3C(=O)N([C@H](C)CO)C[C@@H]2C)cc1
-1	-5	Nc1c(N(CCC2=CCCCC2)C(=O)Cc2ccc(F)cc2)c(=O)[nH]c(=O)n1Cc1ccccc1
4	7	COc1ccc(C(=O)Nc2cccc(S(=O)(=O)N3CCCC3)c2)cc1S(=O)(=O)N1CCOCC1
3	4	CC(C)(C)OC(=O)NCc1ccc(CNC(=O)c2nc[nH]c2C(=O)NCc2ccccc2)cc1
4	2	CC(=O)Nc1ccc(S(=O)(=O)NC(C)C(=O)NCC(c2ccco2)N2CCCCC2)cc1 (stereo not given)
1	1	Cc1ccc(S(=O)(=O)N2CCOCC2)cc1C(=O)OCC(=O)NCCc1ccccc1
2	0	CSCCC(NC(=O)c1ccco1)C(=O)N(C)CC(=O)Nc1c(Cl)cccc1Cl (stereo not given)
8	-1	COc1cc(C(=O)OCC(=O)N2CCN(C(C)=O)CC2)ccc1OCC(C)C
1	0	Cc1nc(SCC(=O)NC2CCS(=O)(=O)C2)c2c3c(sc2n1)CCC3 (stereo not given)
2	-2	O=C(CNS(=O)(=O)c1ccccc1)N/N=C/c1ccncc1
5	-2	CCCCCn1cnnc1SCC(=O)c1ccc2c(c1)OCO2

Remaining list, next part.
IDE cell activ	IDE cell inh	molecule
3	0	CN(CC(=O)NCc1ccccn1)S(=O)(=O)c1cc(Cl)ccc1Cl
7	-4	CC1CC(C)CN(C(=O)COC(=O)c2ccc3c(c2)C(=O)N(Cc2ccco2)C3=O)C1 (stereo not given)
3	8	O=C(NCC1CCCN1S(=O)(=O)c1cccs1)C(=O)Nc1ccc(F)cc1F (stereo not given)
0	0	CCN1C(=O)[C@H]2[C@@H](c3ccc(-c4ccc(Cl)c(Cl)c4)cc3)N3CCCC[C@@]3(C(=O)OC)[C@H]2C1=O
-1	0	CC(C)C1NCCc2c1sc1ccccc21 (stereo not given)
-1	2	Cc1cc(C)c(-c2csc(NC(=O)C3=COCCO3)n2)cc1C
1	0	COc1ccccc1NS(=O)(=O)c1cc(NC(=O)c2ccccc2[N+](=O)[O-])ccc1N1CCOCC1
0	2	CCOc1ccc(S(=O)(=O)NCCC(=O)N(C)Cc2ccc(C)o2)cc1
-7	-4	CC(=O)c1cccc(NC(=O)c2ccc([N+](=O)[O-])o2)c1
-7	-1	CCOc1cc(-c2n[nH]c(=S)n2Cc2ccccc2)ccc1OC(F)F
6	2	Cc1cc(C)nc(SCC(=O)NC2CCCCC2C)n1 (stereo not given)
-1	3	Cc1cc(C(=O)OCC(=O)N2CC(C)OC(C)C2)c2ccccc2n1 (stereo not given)
-3	8	O=C(COC(=O)CCc1ccccc1)NCc1ccc2c(c1)OCO2
3	6	O=C(Nc1cccc(S(=O)(=O)N2CCCCC2)c1)C1CC1
3	3	CCc1ccc(S(=O)(=O)Nc2cccc(-c3ccc4nnc(C)n4n3)c2)s1

The list goes on:
IDE cell activ	IDE cell inh	molecule
-3	3	O=C(NCC(=O)N1CCCCCCC1)c1ccccc1Br
0	7	CCOC(=O)[C@@H]1[C@H]2COc3ccc(Br)cc3[C@@H]2N2C(=O)N(c3cccc(F)c3)C(=O)[C@]12C
5	2	Cc1cc(C(=O)COc2cc(F)ccc2[N+](=O)[O-])c(C)n1CC1CCCO1 (stereo not given)
2	3	CCN(CC)C(CNC(=O)CSc1nnnn1-c1cccc(F)c1)c1ccco1 (stereo not given)
-12	6	COc1ccc(C(CNC(=O)c2cccc(S(=O)(=O)N(C)c3ccccc3)c2)N2CCCC2)cc1 (stereo not given)
-3	5	CCOc1ccc(NC(=O)CN(C)C(=O)c2ccc(N3CCCCCC3)c([N+](=O)[O-])c2)cc1OCC
5	0	COc1ccc([C@H]2CC(=O)C=C(c3cc(OC)ccc3OC)C2)cc1
5	3	COc1ccc(OC)c(-c2csc(NC(=O)COC(=O)C3(C)CC3(Cl)Cl)n2)c1 (stereo not given)
5	-1	O=C(C1COc2ccccc2O1)N1CCN(c2ccccc2O)CC1 (stereo not given)

Screens: PubChem, The Scripps Research Institute Molecular Screening Center
